Compound activity (PubChem BioAssay)
FAS-TE inh – inhibitors of human fatty acid synthase thioesterase domain | P49327 | recombinant FAS-TE, OMFH fluorogenic substrate, fluorescence endpoint | inhibition, % at 15 µM | hit rate 0.67% among 360,000 | AID 602261;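 active = compounds whose normalised, plate-corrected inhibition of enzyme fluorescence in the single-dose primary screen is 50% or more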;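 note: 0% = DMSO with enzyme and 100% = substrate without enzyme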
CSN inh – inhibitors of human CSN-mediated cullin deneddylation | hit rate 0.38% among 360,000 | Purified CSN, SCF-Nedd8-OG deneddylation, fluorescence polarization | inhibition, % at 12.5 µM | Q92905 | AID 651999;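 active = pattern-corrected inhibition above about 35%, with an unprinted fluorescence ratio check between 0.5 and 1.5, limit read from the data, passing the limit was not always enough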;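 note: 0% = enzyme with substrate and 100% = substrate without enzyme; some results filed as inactive read as strong as hits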
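assay system = purified human Csn5 enzyme expressed in HEK293T cells | amount = 0.24 nM enzyme | buffer or medium = Tris/NaCl/DTT buffer, pH 7.5 | reagent = 10 nM SCFSkp2-Nedd8OG | compound = one concentration, 12.5 µM, 0.25% DMSO | times = 90 min reaction at room temperature | signal = FP | read-out basis = % inhibition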
Rin1-Abl PPI inh – human Rin1-Abl interaction inhibition; hit rate 0.4% among 360,000; inhibition, % at 7.35 µM; TR-FRET Rin1/Abl binding, biochemical; P00519+Q13671; in the data active = inhibition above about 5%, passing the limit was not always enough
E coli Lon inh – inhibitors of E. coli Lon protease. inhibition, % at 7.94 µM. hit rate 0.42% among 360,000. purified E. coli Lon protease, fluorescence polarization. AID 602123; in the data active = inhibition above about 13%, passing the limit was not always enough;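 note: 0% = enzyme with probe and DMSO and 100% = no enzyme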
PABP1 MLLE inh – blocks PAM2 peptide binding to the PABP1 MLLE domain. P11940. GST-MLLE / FITC-PAM2 fluorescence polarization. inhibition, % at 20 µM. hit rate 0.36% among 360,000. AID 588489; in the data active = inhibition above about 35%, passing the limit was not always enough;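 note: plate controls were DMSO wells with GST-MLLE for no effect and wells lacking GST-MLLE protein for full effect; some results filed as inactive read as strong as hits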
Neddylation inh – blocks human cullin neddylation; P61081+Q13564; TR-FRET cullin neddylation, biochemical; calls only at 25 µM; hit rate 0.58% among 360,000; in the data active = inhibition above about 36%
Target sequence (P61081 whole entry, looked up): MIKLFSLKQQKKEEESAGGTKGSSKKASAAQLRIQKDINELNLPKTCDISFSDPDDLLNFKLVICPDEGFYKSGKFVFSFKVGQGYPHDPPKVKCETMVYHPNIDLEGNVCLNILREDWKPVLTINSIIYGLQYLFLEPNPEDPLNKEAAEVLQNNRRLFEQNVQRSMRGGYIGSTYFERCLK
Target sequence (Q13564 whole entry, looked up): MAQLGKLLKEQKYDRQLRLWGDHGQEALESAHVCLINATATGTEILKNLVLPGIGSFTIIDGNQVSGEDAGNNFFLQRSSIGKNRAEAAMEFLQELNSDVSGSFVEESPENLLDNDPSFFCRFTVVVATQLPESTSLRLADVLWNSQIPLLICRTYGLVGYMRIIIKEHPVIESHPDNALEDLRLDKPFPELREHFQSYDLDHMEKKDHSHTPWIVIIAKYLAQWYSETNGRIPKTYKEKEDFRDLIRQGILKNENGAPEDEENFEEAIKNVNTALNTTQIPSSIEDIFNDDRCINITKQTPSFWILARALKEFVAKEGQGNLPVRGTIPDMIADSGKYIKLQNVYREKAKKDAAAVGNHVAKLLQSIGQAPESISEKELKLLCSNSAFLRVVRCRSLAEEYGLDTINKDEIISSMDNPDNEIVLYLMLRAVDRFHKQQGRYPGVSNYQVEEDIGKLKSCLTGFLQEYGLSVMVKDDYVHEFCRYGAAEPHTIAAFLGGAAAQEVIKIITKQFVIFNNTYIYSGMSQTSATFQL
TbMetRS inhib – Trypanosoma brucei MetRS inhibition | purified T. brucei MetRS, ATP depletion, Kinase-Glo luminescence | AID 624268 | hit rate 0.4% among 360,000 | inhibition, % at 11.9 µM;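 active = inhibition above a per-plate cutoff of the control wells' mean inhibition plus 3 SD, cut at about 5.5% in these data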;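 note: 0% = DMSO wells median and 100% = median of wells with control inhibitor compound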
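Dosing: 11.9 µM compound single dose, 0.9% DMSO; Assay system: purified T. brucei MetRS enzyme; Measured by: Kinase-Glo luciferase luminescence reporting remaining unconsumed ATP; Schedule: 15 min plus 2 h at 25 °C.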
MsrA inhibitor – inhibits bovine methionine sulfoxide reductase A. inhibition, % at 15.5 µM. purified bovine MsrA, absorbance read-out. hit rate 0.75% among 360,000; in the data active = inhibition above about 4.5%;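 note: 0% = vehicle wells with enzyme and 100% = reference inhibitor wells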
MsrA act – activators of bovine methionine sulfoxide reductase A; hit rate 0.3% among 360,000; activation, % at 10.6 µM; purified bovine MsrA, absorbance read-out; in the data active = activation above about 7.5%;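 note: 0% = vehicle and 100% = reference activator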
* marks the source's active call; other numbers are inactive results; i = inactive; x = not tested or not shown; + = active, no number; & = joins results of further samples.

SMILES,Neddylation inh,E coli Lon inh,MsrA act,PABP1 MLLE inh,FAS-TE inh,Rin1-Abl PPI inh,CSN inh,TbMetRS inhib,MsrA inhibitor
CC(=O)O[C@H]1C2OC(=O)C(C)=C2[C@@H]2OC(=O)[C@]3(CCC4OC41C)OC23 (some centres undefined),i,-4,0,-3,-6,-4,-3,-0.3,x
CCN(CC)C(=O)c1ccc(S(=O)(=O)c2ccccc2)cc1,i,-15,0,5,-5,1,2,-0.3,-0.6
O=C1CCCc2ccccc2N1,i,-5,-1,1,-12,3,-5,-0.3,-1.0
O=C(NNC(=O)C12CC3CC(CC(C3)C1)C2)c1csc(N2CCOCC2)n1,i,9,1,17,-5,-2,1,-0.2,-0.7
CSc1nc2ncc(C(=O)O)c(N)n2n1,i,-8,-6,-1,-12,3,0,-0.5,-0.3
COc1ccc(Cc2nnc(NC(=O)C3CC(=O)N(CCc4ccc(F)cc4)C3)s2)cc1OC (centres undefined),i,-15,-11,6,-7,-1,5,-1.3,0.8
CCCCNS(=O)(=O)c1ccc2nc(-c3cccnc3)cc(C(=O)NC(C)CC)c2c1 (centres undefined),i,-6,0,5,-10,1,4,0.1,-0.6
O=C(Nc1ccccc1O)c1cc2cc(Br)ccc2oc1=O,i,-13,-3,-13,-3,2,-3,-0.3,0.6
Cc1ccccc1-c1nc(CN2CCC(C(=O)NCCN3CCOCC3)CC2)c(C)o1,i,-5,-3,-6,-4,-2,1,-0.4,-0.4
CCCn1c(C(C)NC(=O)c2ccccc2)n[nH]c1=S (centres undefined),i,15,-1,-24,-2,-6,5,-0.1,-0.7
Cc1cccc(CCNS(=O)(=O)c2ccc3c(c2)NC(=O)CS3)c1,i,-6,-4,4,5,3,4,-0.3,0.1
O=C(N1CCCCC1)C1(S(=O)(=O)c2ccccc2)CC=CC1,i,-8,-4,-3,-7,1,2,-0.5,1.1
Cc1cc(OC(=O)C2CC2)c([N+](=O)[O-])c(=O)[nH]1,i,4,-5,3,-3,1,-1,-0.5,1.2
COc1ccc2c(c1)c1ncn(Cc3ccco3)c(=O)c1n2C,x,0,-4,0,0,0,2,-0.2,0.2
Nc1ccc(S(=O)(=O)O)cn1,i,-12&0&-1,-5&-3&-9,-7&4&3,-6&-5&-8,2&-4&-1,5&-4&-3,-0.9&0.4&-1.0,-0.6&0.6&0.5
CCOC(=O)c1ccc(NC(=S)NC(=O)c2cncc(Br)c2)cc1,i,-8,-2,22,-4,3,-2,0.2,-1.3
COCCNc1nnc(Cc2ccccc2)c(=O)[nH]1,i,11,-6,-20,-1,-7,-5,-0.4,-1.7
CCOC(=O)[C@]12CCC=C1N(Cc1ccc(Cl)cc1Cl)C(=O)[C@H](CC(=O)N1CCCCC1)C2,i,-3,-1,x,17,x,-1,0.2,-0.8
COc1ccc(/C=N/NC(=O)c2nnn(-c3nonc3N)c2-c2cccs2)c(OC)c1,x,2,-3,1,0,-2,-1,0.0,3.6
COC(=O)[C@@H]1CCCN1Cc1c(C(=O)N2CCOCC2)nc2c(C)cccn12,i,-4,-2,-1,-4,-1,12,-0.1,-0.4

A few values from the entries so far.
`COc1ccc2c(c1)c1ncn(Cc3ccco3)c(=O)c1n2C` in PABP1 MLLE inh → 0
`COCCNc1nnc(Cc2ccccc2)c(=O)[nH]1` in MsrA act → -6

Additional compounds:
SMILES,Neddylation inh,E coli Lon inh,MsrA act,PABP1 MLLE inh,FAS-TE inh,Rin1-Abl PPI inh,CSN inh,TbMetRS inhib,MsrA inhibitor
Cc1ccc2c(C)c(C(=O)N(Cc3ccc(F)cc3)C3CCS(=O)(=O)C3)oc2c1 (centres undefined),i,3,-6,-1,19,2,2,-0.5,0.9
S=C(Nc1ccc(Br)cc1)N1CCN(c2ccccn2)CC1,i,8,-2,-98,7,0,0,1.6,-1.4
N#Cc1cc2c(nc1SC1CC(=O)N(c3ccccc3)C1=O)CCC2 (centres undefined),i,-6,-3,29,1,-4,0,0.2,x
Cc1ccc(CCNC(=O)C2CC(=O)N(C3CCCCC3)C2)cc1 (centres undefined),i,1,-4,1,-7,4,4,-0.3,-0.3
O=C(NCCC(=O)N1CCN(S(=O)(=O)c2ccc(Cl)cc2)CC1)Nc1ccccc1,i,3,-2,-25,1,5,0,0.0,0.1
Cc1ccccc1S(=O)(=O)Cc1ccc(C(=O)N2CCN(c3ccc(F)cc3)CC2)o1,i,-8,3,1,7,-1,3,0.3,0.4
COc1cc(/C=C2\SC(=N)N(c3ccc4c(c3)OCO4)C2=O)cc(OC)c1O,i,-46,-3,-86,8,-4,13,-0.2,0.1
O=C(/C=C1\SC(=O)NC1=O)Nc1ccc(F)cc1,i,1,-3,7,0,-4,8,-0.8,3.8
COc1ccc(CCN2CC(C(=O)NCc3ccon3)CCC2=O)cc1 (centres undefined),i,8,3,-5,-12,-1,-3,0.2,-0.3
COC(=O)c1ccccc1NC(=O)C1(S(=O)(=O)c2ccc(Cl)cc2)CC1,i,12,-5,-15,14,3,-1,-0.9,-0.8
C=CCc1ccc(OCc2ccc(C(=O)OC)o2)c(OC)c1,i,0,-2,8,6,5,0,-0.8,1.0
CCCS(=O)(=O)c1nc(S(=O)(=O)c2ccc(C)cc2)c(N2CCCCC2)s1,i,7,-2,7,16,-2,-2,0.2,1.9
COc1ccc(/C=N/Nc2ncnc3sc4c(c23)CCCC4)cc1OC,i,-6,-3,-11,14,-3,-8,-0.2,0.5
O=C(/C=C/c1cn(-c2ccccc2)nc1-c1ccc2c(c1)OCCO2)NCCCN1CCOCC1,+,-4,4,0,-2,-2,-1,-0.6,1.4
C[C@H]1CN([C@@H](C)CO)C(=O)c2cccc(NC(=O)Nc3ccc(C(F)(F)F)cc3)c2O[C@H]1CN(C)C,i,-14,-13,5,-5,3,-3,-0.4,-0.6
Cc1cc(C)n2nc(C(=O)Oc3ccc4c(c3)OCO4)nc2n1,i,6,-2,11,-6,-1,5,1.5,-0.5
Cc1nnc(SCC(=O)c2ccc(Cl)cc2)n(N)c1=O,i,5,1,19,-2,-4,-4,0.1,2.6
S=C(Nc1ccc(Nc2ccccc2)cc1)NN1CCOCC1,i,-1,-4,-7,-2,0,-1,-0.4,-0.7
COc1ccc(-c2ccc(C#N)c(OC)n2)cc1,x,-4,-14,10,16,1,-14,-0.8,1.6
COc1ccccc1OCc1cc(C(=O)N2CCCC(OCc3cccnc3)C2)no1 (centres undefined),i,-6,-3,-8,-2,0,-2,-0.4,-1.9

Following part.
SMILES,Neddylation inh,E coli Lon inh,MsrA act,PABP1 MLLE inh,FAS-TE inh,Rin1-Abl PPI inh,CSN inh,TbMetRS inhib,MsrA inhibitor
O=C(COC(=O)c1cnc(Cl)c(Cl)c1)NC1CC1,i,-7,-1,1,-5,0,-3,0.1,-0.3
O=C(N/C=C/c1ccccc1)Nc1ccc(Cl)cc1,i,6,-6,2,2,-1,-6,-0.8,-0.3
Cc1nc2nc(C)c(CCC(=O)O)c(C)n2n1,i,-5,-3,6,-7,1,1,-1.7,1.1
CCn1c(SCc2nc(-c3cccs3)no2)nnc1-c1c[nH]c2ccccc12,i,3,5,-19,-1,0,1,0.4,0.1
Cc1sc2nc(C)n(/N=C/c3ccccc3)c(=O)c2c1C,i,-2,-2,-6,0,-2,-4,-0.1,-1.0
O=C(Cc1coc2ccc3ccccc3c12)NCc1cccs1,i,4,-10,-8,1,-5,-8,-1.2,-0.9
COc1cc(CNCc2ccccc2)cc(Cl)c1OC,i,8,-9,4,-4,-1,-3,-0.7,-1.6
COC(=O)c1ccc(N2CCOCC2)c(NC(=O)c2cccnc2)c1,i,3,3,3,-2,-4,6,-0.6,1.5
CN(C(=O)COC(=O)c1cc(Br)c(Br)s1)C1CCS(=O)(=O)C1 (centres undefined),i,7,-10,5,-8,-5,-7,-1.4,-1.0
Cc1cc(=O)oc2c3c(cc(OCC(=O)N4CCC[C@H]4C(=O)O)c12)OC(C)(C)CC3,x,-8,-5,15,-4,1,2,0.3,2.8
CCOc1ccccc1NC(=O)CSc1nc(=O)n(Cc2ccncc2)c2c1CCC2,i,0,-2,-6,-4,-3,1,-0.1,-1.0
O=C(COC(=O)c1ccc(F)cc1)Nc1cc(S(=O)(=O)N2CCOCC2)ccc1N1CCCC1,i,2,-2,-3,3,-1,-3,0.7,0.5
O=C(CC(O)(c1ccccc1)C(F)(F)C(F)F)c1cccs1 (centres undefined),i,-8,0,-4,6,-3,-7,-0.1,-0.3
c1ccc(-c2ncc3ccccn23)cc1,x,2,3,-22,-2,-2,0,-0.1,-0.5
COCCn1c(N)c(C(=O)OCc2ccccc2)c2nc3ccccc3nc21,x,-7,-3,-9,10,-2,-2,1.0,2.0
CCOC(=O)C1CCN(C(c2cccnc2)c2c(NC(=O)c3ccco3)sc(C)c2C)CC1 (centres undefined),i,2,-1,28,25,-2,-6,-0.4,1.0
CC1(C)OC(=O)C(=NNc2ccc(Cl)cc2)C(=O)O1,i,2,-4,3,-6,-2,5,-0.1,3.0
COc1ccccc1NC(=O)Nc1nn(C)c2cccc(OC)c12,i,11,-5,-13,-5,-1,2,-0.2,-0.7
COc1ccc(CNC(=O)CN2C(=O)NC3(CCCCCCC3)C2=O)cc1,i,-7,-5,4,2,2,2,-0.3,0.4
COc1ccc(-c2cccc(NC(=O)COc3ccc(Cl)cc3)c2)nn1,i,-4,-8,-8,6,-2,3,-0.3,x
CC(C)COC(=O)C(C#N)c1nc2ccccc2nc1N1CCN(Cc2ccccc2)CC1 (centres undefined),i,3,-4,7,19,0,-3,-0.7,-0.5
Cc1ccc(C(=O)N2CCCC(CCC(=O)NCc3ccc(F)c(F)c3)C2)cn1 (centres undefined),i,-2,-13,-10,0,-6,-2,-0.5,-0.6
O=C1C2CCCN2C(=O)N1CCCCN1CCN(CCO)CC1 (centres undefined),i,0,-3,2,-11,-2,-8,0.1,-1.0
